# Assay outcomes (PubChem BioAssay)
# CHRM5 PAM: CHRM5 positive allosteric modulation. CHO-K1 hM5, Fluo-8 calcium, ACh EC20 PAM; 0% = ACh EC20, 100% = ACh EC100. activation, % at 3 µM. AID 624038. 0.3% of 360,000 active. P08912;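 active = activation above the run cutoff, the mean activation of all test compounds plus 3 SD, cut at about 18% in these data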
# Target sequence (P08912 whole entry, looked up): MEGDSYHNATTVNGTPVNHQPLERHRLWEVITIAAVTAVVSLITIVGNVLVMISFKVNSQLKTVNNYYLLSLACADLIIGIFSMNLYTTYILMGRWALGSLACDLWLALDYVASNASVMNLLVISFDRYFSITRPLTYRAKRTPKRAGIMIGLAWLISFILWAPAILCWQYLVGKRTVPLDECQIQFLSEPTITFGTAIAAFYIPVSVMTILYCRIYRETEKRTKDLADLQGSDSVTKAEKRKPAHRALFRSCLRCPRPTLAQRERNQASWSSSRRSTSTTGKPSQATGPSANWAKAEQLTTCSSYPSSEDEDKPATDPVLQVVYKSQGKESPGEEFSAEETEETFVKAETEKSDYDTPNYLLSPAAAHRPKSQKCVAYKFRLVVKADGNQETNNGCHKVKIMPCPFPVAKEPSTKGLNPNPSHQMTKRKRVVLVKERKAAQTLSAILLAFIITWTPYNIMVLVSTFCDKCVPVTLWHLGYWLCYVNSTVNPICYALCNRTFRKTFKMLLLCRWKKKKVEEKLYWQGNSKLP
#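 Assay system: CHO-K1 hM5 cells. Also added: acetylcholine at EC20 concentration, added after compound. Dosing: 3 µM, single dose. Times: compound preincubation 140 s before EC20 acetylcholine addition. Signal: Fluo-8 calcium fluorescence. Measure: % activation relative to EC20 and EC100 ACh responses. Repeats: singlicate, one well per test compound.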
# CHRM4 agonist: agonists of human muscarinic M4 receptor (CHRM4); activation, % at 3 µM; P08173; 0.14% of 360,000 active; CHO-K1 hM4/Gqi5, Fluo-8 calcium fluorescence; vehicle 0%, full acetylcholine response 100%; AID 624127;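 active = activation above the run mean over all test wells plus 3 SD, cut at about 32% in these data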;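 also: peak over basal fluorescence ratio per well then scaled between controls; 0% = DMSO wells and 100% = acetylcholine at EC100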
# M4 PAM: CHRM4 positive allosteric modulation. P08173. CHO-K1 hM4/Gqi5, Fluo-8 calcium fluorescence, ACh EC20; 0% = ACh EC20, 100% = maximal ACh. activation, % at 3 µM. 0.4% of 360,000 active;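 active = activation above its plate's cutoff, the mean activation of sample wells plus 3 SD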; also: some results filed as inactive read as strong as hits
# CHRM1 antagonist: antagonists of human M1 muscarinic receptor. 1.3% of 360,000 active. CHO-K1 hM1, Fluo-8 calcium fluorescence, ACh EC80 antagonist. inhibition, % at 3 µM. P11229;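 active = percent inhibition above its own plate's cutoff, namely the mean of that plate's compound wells plus 3 SD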;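 also: peak over basal fluorescence ratio during 140 s after agonist addition; 0% = ACh EC80 plus DMSO and 100% = DMSO alone without agonist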
# Target sequence (P11229 whole entry, looked up): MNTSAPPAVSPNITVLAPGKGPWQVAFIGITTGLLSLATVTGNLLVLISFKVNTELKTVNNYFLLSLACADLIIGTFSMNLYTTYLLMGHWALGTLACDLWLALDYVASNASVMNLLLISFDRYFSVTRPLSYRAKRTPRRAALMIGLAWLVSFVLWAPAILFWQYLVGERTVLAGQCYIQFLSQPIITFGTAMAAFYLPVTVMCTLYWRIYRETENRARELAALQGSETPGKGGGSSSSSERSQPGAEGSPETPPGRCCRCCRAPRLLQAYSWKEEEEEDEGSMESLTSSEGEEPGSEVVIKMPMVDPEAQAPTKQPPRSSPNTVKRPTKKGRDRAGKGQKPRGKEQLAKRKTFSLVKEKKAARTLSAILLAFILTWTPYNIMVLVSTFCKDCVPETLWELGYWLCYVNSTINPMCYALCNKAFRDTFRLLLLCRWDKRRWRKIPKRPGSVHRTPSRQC
# M4 antag: antagonists of human muscarinic M4 receptor (CHRM4); P08173; CHO-hM4 cells, ACh EC80, Fluo-8 calcium fluorescence; inhibition, % at 3 µM; 0.73% of 360,000 active; AID 624125;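 active = inhibition above its plate's cutoff, the mean inhibition of sample wells plus 3 SD, cut at about 27% in these data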;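 also: 0% = acetylcholine EC80 with DMSO and 100% = DMSO without agonist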
# M5 antag: antagonists of human muscarinic M5 receptor (CHRM5) | inhibition, % at 3 µM | AID 624040 | 0.59% of 360,000 active | CHO-hM5 cells, Fluo-8 calcium fluorescence, ACh EC80 | P08912;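 active = inhibition above a per-plate cutoff, the mean of that plate's test compounds plus 3 SD, cut at about 27% in these data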;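 also: 0% = acetylcholine EC80 with DMSO and 100% = DMSO without agonist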
# M1 PAM: positive allosteric modulators of human M1 muscarinic receptor. P11229. CHO-K1 hM1, Fluo-8 calcium fluorescence, ACh EC20; 0% = ACh EC20, 100% = maximal ACh. activation, % at 3 µM. AID 588819. 0.088% of 360,000 active; in the data active = activation above about 19%, passing the limit was not always enough
# CHRM5 agonist: CHRM5 agonism in calcium assay. P08912. CHO-K1 hM5 cells, Fluo-8 calcium fluorescence; 0% DMSO wells, 100% maximal acetylcholine response. activation, % at 3 µM. 0.19% of 360,000 active. AID 624037;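 active = activation above the run's mean over test compounds plus 3 SD, cut at about 23% in these data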;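 also: signal is peak over basal fluorescence ratio across the kinetic read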
# CRFBP-R2 agonist: agonists of human CRF-binding protein/CRF-R2 receptor complex; HEK293 CRF-R2/CRF-BP, calcium dye fluorescence (FLIPR); percent of saturating CRF peptide response; 0.46% of 350,000 active; activation, % at 13.2 µM;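 active = activation of at least 50%, plus an integration ratio under a set limit after plate pattern correction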;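 also: plate controls were neutral control wells without compound for no effect and CRF at EC100 for full effect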
# Numbers without * were called inactive; / = no result given. Random draw from the library; about 2.8% have a hit in one of these screens.
SMILES,CHRM5 PAM,CHRM4 agonist,M4 PAM,CHRM1 antagonist,M4 antag,M5 antag,M1 PAM,CHRM5 agonist,CRFBP-R2 agonist
CC1=C(C(=O)N2CCCCCC2)CC(CC(=O)NCCN2CCOCC2)C(=O)N1Cc1ccc(C(C)(C)C)cc1 (centres undefined),-1,2,1,/,-2,-1,/,-1,/
COC(=O)c1ccc(/C=C(\C#N)c2ccccn2)cc1,-1,0,-4,1,-1,6,-1,-5,-2.2
Cc1nc(SCc2ccccc2)c2oc3ccccc3c2n1,-4,2,-5,5,4,12,-2,1,2.4
COc1ccccc1CC(=O)NCCCc1ccccc1,2,1,-3,-4,-6,3,5,-1,-0.6
COc1ccc2occ(C(C)=O)c2c1,7,0,5,-2,7,-11,8,4,-0.2
O=C(CCCN1C(=O)/C(=C\c2ccco2)SC1=S)Nc1ccc2ccccc2c1,-5,1,-6,-3,9,6,1,1,0.9
CCOc1ccccc1CNC(=O)c1nn(CC)cc1[N+](=O)[O-],3,0,0,-17,-3,-2,7,-1,-1.1
Cc1ccc(NC(=O)Cc2noc3ccccc23)cc1,1,0,2,-10,3,-1,10,-3,-1.7
O=C(OCC(CO)OC(CO)n1ccc(=O)[nH]c1=O)c1ccccc1 (centres undefined),1,1,3,-17,-18,-6,-1,-6,4.0
CC(C)c1nc2c(c(=O)c3ccccc3n2C)c(=O)n1-c1ccc(F)cc1,0,0,4,-1,1,0,1,-3,4.1
CCOc1ccc(S(=O)(=O)N(CC(=O)NCC2CCCO2)c2ccc(F)cc2)cc1 (centres undefined),-8,9,2,-11,-5,9,3,0,-2.3
CCOCCOC(=O)C1=C(C)NC(=O)NC1c1cc2c(cc1Br)OCO2 (centres undefined),-5,1,1,-2,4,-4,5,0,-1.6
CC(=O)Nc1ccc(NC(=O)CSc2nc(=O)n(CCCN3CCOCC3)c3c2CCC3)cc1,-1,0,10,-11,-1,-4,9,1,4.0
O=C(COC(=O)c1c(F)cccc1F)Nc1ccccc1OC(F)F,2,1,-2,-4,-4,9,1,0,-1.9
C/C(=N\Nc1cccc(C(=O)O)c1)c1ccc(Cl)s1,0,2,-8,10,3,9,-4,-5,-2.1
C/C(CCc1ccccc1)=N\NC(=O)CC(=O)NCCc1ccccc1,2,2,0,0,-5,-2,10,-1,0.5
Cn1cccc1C(=O)c1cccc([N+](=O)[O-])c1,-5,0,-5,-8,-3,14,12,0,-3.6
Cc1cc(C(=O)N/N=C/c2cc(Br)cc([N+](=O)[O-])c2O)c2ccccc2n1,-1,0,13,-14,-6,5,16,1,-0.8
Cc1ccc(C(C)C)cc1OCC(=O)N1CCN(C(=O)c2ccco2)CC1,-4,22,4,-1,-18,-4,1,-3,0.4
OC[C@@H]1CN(Cc2ccc(Cl)cc2)C[C@H](n2cnc3c(NC4CCCC4)ncnc32)O1,-2,6,6,-10,-13,-5,3,2,/
Cc1csc(=O)n1CC(=O)OCC(=O)Nc1ccc(F)c(F)c1F,-2,3,6,9,1,-5,-6,3,-1.2
CNC(=O)C(Sc1ccccc1)c1ccccc1 (centres undefined),2,0,4,12,-6,0,1,0,0.0
O=C(COC(=O)/C=C/c1ccco1)NCc1ccc(Cl)cc1,-8,0,0,-8,4,15,8,-1,0.1
Cc1cc2c(nn1)CCc1c-2no[n+]1[O-],-2,0,-2,4,1,-4,-2,4,-0.7
Cc1cc(C)nc(Sc2c(F)c(F)c(C(F)(F)F)c(F)c2F)n1,-4,0,5,-12,-2,-9,3,1,0.7

# Going on with the list:
SMILES,CHRM5 PAM,CHRM4 agonist,M4 PAM,CHRM1 antagonist,M4 antag,M5 antag,M1 PAM,CHRM5 agonist,CRFBP-R2 agonist
O=C(Nc1nc(COc2ccccc2)cs1)C12CC3CC(CC(C3)C1)C2,0,-2,9,-5,-16,-11,-4,-6,1.6
COC(=O)c1ccc2c(=O)n(CCN3CCOCC3)c(SCC(=O)Nc3ccc(OC)cc3OC)nc2c1,-6,14,-5,6,11,5,-2,-1,-0.4
CCOC(=O)CSc1nc2ccccc2n1C(=O)OCC,-10,1,18,-45,2,-5,5,-6,1.2
CCCC(=O)Oc1cccc(C2NC(=O)c3ccccc3O2)c1 (centres undefined),13,2,3,-10,-1,-6,5,1,-1.1
O=C(O)c1ccc2c(c1)C(=O)N(Cc1ccccc1)C2=O,7,1,-2,1,6,-9,0,1,0.1
CCCOc1ccc2c(=O)c(-c3cc(C(=O)OC)oc3C)c(C)oc2c1,-8,6,-4,6,-1,6,-12,-1,0.4
CCCC(CCC)C(=O)Nc1cccc(C(=O)O)c1,1,0,-3,3,6,2,2,-1,-0.5
N#Cc1ccccc1NCc1ccccc1,2,-3,11,-7,1,-9,6,-7,0.9
CN(NC(N)=O)c1ncc(C(F)(F)F)cc1Cl,-2,0,16,4,0,-5,6,0,0.7
CC(Oc1cc(F)ccc1[N+](=O)[O-])C(=O)N(C)CC(=O)Nc1ccccc1C(F)(F)F (centres undefined),0,2,4,-14,-9,3,8,1,0.1
CCOC(=O)c1c(-c2ccccc2)oc2ccc(O)c(CN3CCOCC3)c12,2,4,-2,-10,1,7,-4,-10,-0.5
CN(CC(=O)Nc1cccc(F)c1)C(=O)/C=C/c1cn(Cc2ccccc2)nc1-c1cccnc1,11,1,2,-3,0,-11,1,-1,0.2
CCOC(=O)c1ccccc1NC(=O)Cn1c(-c2nonc2N)nc2ccccc21,-5,-2,-4,1,7,2,6,0,0.7
COc1ccc(C2CC(=O)C=C(NC3CCCC3)C2)cc1 (centres undefined),-3,1,-4,-9,-1,-4,8,3,-2.0
CCN(CC(=O)Nc1c(F)cccc1F)C(=O)c1ccc(S(=O)(=O)N2CCCC2)cc1,-1,0,-5,4,1,3,-1,-1,0.7
CC(C)c1ccc(C(CC(=O)O)N2Cc3ccccc3C2=O)cc1 (centres undefined),-2,0,9,-6,0,12,4,-1,-3.6
C/C(=N\NS(=O)(=O)c1ccc(Cl)cc1)c1ccc(O)cc1,5,1,4,-13,6,-6,8,1,0.4
COc1ccc(NC(=O)CC(=O)Nc2ccc(OC)cc2)cc1,10,1,13,-15,7,4,22,2,-2.8
CCCNC(=O)N(C)C[C@H]1Oc2ncc(C#CCc3ccccc3)cc2C(=O)N([C@H](C)CO)C[C@H]1C,0,1,0,-2,-7,5,3,-1,-0.9
Cc1ccc(CC(=O)NCC2CCCCC2)cc1,-1,0,1,-19,-14,-15,7,-5,-5.7
CSc1nc2ccccc2n1C(=O)Oc1ccccc1,5,0,-4,-7,4,-2,2,2,2.0
NC(=O)NNc1ncc(C(F)(F)F)cc1Cl,-1,1,6,11,5,2,-5,-2,-0.3
O=S(=O)(Nc1cccc(-c2ccc3nncn3n2)c1)c1ccc(Cl)s1,-1,2,1,-6,4,8,10,-1,-0.9
O=C(COC(=O)c1cnccn1)c1ccc(-c2ccccc2)cc1,-2,11,-2,8,1,3,-3,3,-0.3
CCC1CCCCN1C(=O)CCn1c(=O)oc2ccccc21 (centres undefined),-1,0,-4,-12,5,2,4,2,-3.7

# Single records, as listed above:
# CCOc1ccccc1CNC(=O)c1nn(CC)cc1[N+](=O)[O-] across the screens: CHRM5 PAM = 3; CHRM4 agonist = 0; M4 PAM = 0; CHRM1 antagonist = -17; M4 antag = -3; M5 antag = -2; M1 PAM = 7; CHRM5 agonist = -1; CRFBP-R2 agonist = -1.1
# N#Cc1ccccc1NCc1ccccc1 across the screens: CHRM5 PAM = 2; CHRM4 agonist = -3; M4 PAM = 11; CHRM1 antagonist = -7; M4 antag = 1; M5 antag = -9; M1 PAM = 6; CHRM5 agonist = -7; CRFBP-R2 agonist = 0.9

# (further entries)
SMILES,CHRM5 PAM,CHRM4 agonist,M4 PAM,CHRM1 antagonist,M4 antag,M5 antag,M1 PAM,CHRM5 agonist,CRFBP-R2 agonist
COc1ccc(-c2csc(C(O)c3ccc(F)c(F)c3)n2)cc1 (centres undefined),-11,33*,-7,4,3,14,-13,4,/
COC(=O)c1ccc(Cl)c(-c2ccc(/C=N/NC(=O)Nc3ccccc3)o2)c1,12,0,13,-2,-2,-9,3,1,1.4
CCOC(=O)CC1C(=O)NCCN1C(=O)COc1ccc(Br)cc1C (centres undefined),0,2,3,-4,6,-3,4,-1,-1.5
N/C(=N\c1nc(CSc2ccc(Cl)cc2)cc(=O)[nH]1)Nc1ccccc1C(F)(F)F,-1,1,2,-3,-1,8,5,3,13
CCOC(=O)N1CCN(C(=O)c2cnn(-c3ccccc3)c2NC(=O)c2ccccc2F)CC1,-2,0,1,0,-4,0,-2,4,-0.9
Cc1cccc(NC(=O)c2sc3nc4c(c(-c5ccco5)c3c2N)CCC4)c1,-5,2,-2,-9,-8,-4,1,-1,2.5
O=C1c2cccc3c([N+](=O)[O-])ccc(c23)C(=O)N1c1ccccn1,-4,1,-6,20,15,28*,-3,-7,6.7
COc1ccc(S(N)(=O)=O)cc1C(=O)OCC(=O)N1CCCC(C)C1 (centres undefined),3,1,1,4,7,11,2,5,-1.1
COc1ccc(C2NCCc3cc(OC)c(OC)cc32)cc1OC (centres undefined),3,0,0,-16,-2,-1,10,0,-0.8
CC(=O)N1CCc2cc(S(=O)(=O)N3c4ccccc4CC3C)ccc21 (centres undefined),-4,3,0,-20,-4,1,-9,-1,-0.9
Cc1ccc(/C=N\NC(=O)c2ccc(Cn3cc(Br)c([N+](=O)[O-])n3)o2)o1,-6,3,-8,0,-5,2,-1,-3,-1.6
O=C(NCCc1ccccc1)c1ccc(NCC2CCCO2)c([N+](=O)[O-])c1 (centres undefined),-4,9,-3,-3,-21,-4,4,-4,-5.3
CN(Cc1ccccc1)C(=O)c1cnc2n(c1=O)CCS2,5,0,0,7,7,-7,0,2,-2.4
COc1cc2nc(N(C)C)nc(N)c2cc1OC,2,12,14,-8,-5,10,5,-1,-1.3
CN(C)S(=O)(=O)n1cnc([C@@H]2[C@H]3C(=O)OC[C@@H]3C[C@@]23N=CN(Cc2ccccc2)C3=O)c1,12,0,-1,-11,0,0,3,-1,2.8
COc1cc(C(=O)N2CCN(c3cccc(Cl)c3)CC2)ccc1OCC(=O)N1CCOCC1,-4,6,5,-8,0,14,4,3,0.6
CC(C)(C)CC(C)(C)NC(=S)Nc1ccc2nc(-c3ccccn3)c(-c3ccccn3)nc2c1,-5,2,-5,17,8,12,-1,0,29
Cc1ccc(NC(=O)CSc2nc(N)c3c4c(sc3n2)CSC(C)(C)C4)cc1,5,1,6,-18,-13,-5,14,0,-1.3
CCC(CO)Oc1cc(NCc2ccncc2)c2ncn(C(C)C)c2c1 (centres undefined),-1,2,8,-15,3,9,16,2,-0.1
COc1ccc(CCNC(=O)CSCc2ccc([N+](=O)[O-])cc2)cc1OC,-2,1,-3,-3,-3,5,0,1,-2.0
CCOC(=O)C1(Cc2cccc(F)c2)CCN(Cc2cnn(CC)c2C)CC1,5,5,-2,-11,1,-2,5,-8,2.1
O=c1[nH][nH]c(C(F)(F)F)c1C=Nc1ccccc1Cl,4,1,12,-18,-7,6,11,-5,-1.1
CC(=O)c1cc2c(cc1NC(=O)CCc1c(C)nc3ncnn3c1C)OCO2,0,1,1,-5,5,-2,5,0,-0.2
CCOC(=O)C1=CCN(S(=O)(=O)c2ccc(C)cc2)C1c1ccc(C(C)C)cc1 (centres undefined),-5,-1,-12,14,-2,0,-11,0,/
